KCNK9 block = inhibitors of human KCNK9 two-pore domain potassium channel; B-score at 10 µM; AID 488922; 1.2% of 310,000 active; Q9NPC2; HEK293 KCNK9, FluxOR thallium flux fluorescence; active compounds read low;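 active = ratio B-score over 3 SD below the library mean, with starting fluorescence within 5 SD of its mean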;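 also: negative B-score means less thallium flux so channel inhibition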
RGS4 inh = inhibitors of human RGS4; P49798; HEK293 M3R/RGS4 inducible, Fluo-4 calcium flux; active compounds read high; triggered by carbachol at its EC20; B-score at 10 µM; 0.45% of 310,000 active;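 active = B-score, a plate-corrected calcium signal, over three deviations above library mean, with baseline fluorescence within five deviations of library mean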;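 also: RGS4 expression induced by doxycycline in cells with stable M3 receptor; B-score is computed from the integrated fluorescence ratio over baseline after carbachol; higher B-score means a larger calcium signal and so more RGS4 inhibition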
ANO1 activ = activators or potentiators of mouse TMEM16A chloride channel. Q8BHY3. HEK293 TMEM16A/YFP-H148Q/I152L, iodide quench fluorescence; active compounds read low. B-score at 10 µM. 0.3% of 340,000 active. AID 623877;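 active = fluorescence-ratio B-score plate-corrected deviation score at least 3 library SD below zero, with starting fluorescence score within 5 deviations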;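 also: channel opened by trigger with iodide after compound preincubation; score built on the fluorescence ratio of max minus min over baseline; more negative score means more quench and so TMEM16A activation or potentiation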
MrgX1 allo act = allosterically activates human MrgX1 receptor signaling; MrgX1-HEK293, Fluo-4 calcium flux, FDSS; active compounds read high; B-score at 10 µM; 0.63% of 310,000 active; AID 588675;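 active = plate-corrected calcium response at least 3 library SD above typical, normal starting fluorescence, not activating the receptor alone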;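 also: compound read alongside a low EC10 to EC30 dose of BAM8-22 agonist; peak minus trough fluorescence over baseline measured at the second addition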
Target sequence (Q96LB2 whole entry, looked up): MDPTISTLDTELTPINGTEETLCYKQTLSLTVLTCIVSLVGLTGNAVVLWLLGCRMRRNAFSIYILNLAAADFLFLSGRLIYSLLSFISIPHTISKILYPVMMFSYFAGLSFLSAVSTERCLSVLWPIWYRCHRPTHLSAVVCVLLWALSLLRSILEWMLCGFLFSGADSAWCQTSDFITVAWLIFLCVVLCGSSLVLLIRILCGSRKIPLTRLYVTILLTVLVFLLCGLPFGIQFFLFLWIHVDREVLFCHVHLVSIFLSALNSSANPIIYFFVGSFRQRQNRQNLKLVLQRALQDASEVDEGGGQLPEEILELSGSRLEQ
ANO1 block = mouse TMEM16A channel inhibition, primary screen; 1.2% of 310,000 active; HEK293 TMEM16A/YFP iodide influx fluorescence, ionomycin; AID 588511; normalized B-score (activity score, 25-100; higher = stronger inhibition) at 10 µM; Q8BHY3;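 active = ratio plate-corrected score three or more library SD toward inhibition, starting fluorescence score within five deviations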;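 also: score derived from kinetic fluorescence span divided by baseline fluorescence per well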
MrgX1 ag = activates human MrgX1 receptor signaling; Q96LB2; MrgX1-HEK293 cells, Fluo-4 calcium fluorescence, agonist mode; active compounds read high; B-score at 10 µM; 0.44% of 310,000 active;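 active = calcium response B-score plate-corrected fluorescence ratio at least 3 library SD, with starting fluorescence B-score inside 5 SD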
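Test system: Stable human MrgX1 HEK293 cell line | Schedule: Overnight plating before 1 h dye loading | Read-out basis: Baseline-normalised fluorescence change ratio, B-scored | Detection: Kinetic calcium dye fluorescence, Fluo-4 NW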
KCNK3 block = human KCNK3 channel inhibition, primary screen. AID 602410. O14649. B-score at 10 µM. 0.84% of 340,000 active. CHO-KCNK3 thallium flux, FluxOR fluorescence; active compounds read low;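 active = B-score under library mean minus 4 SD, starting fluorescence ratio at most library mean plus 5 SD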;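 also: more negative B-score means stronger inhibition of thallium flux through KCNK3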
KCNQ1 inh = inhibitors of human KCNQ1 potassium channel | P51787 | CHO-K1 KCNQ1, FluxOR thallium flux fluorescence; active compounds read high | B-score at 10 µM | 1.3% of 310,000 active | AID 2642;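 active = compounds whose thallium flux B-score, printed positive for inhibition, exceeds three library SD while starting fluorescence stays within three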;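 also: channel opened by potassium depolarization with thallium stimulus after 20 min compound exposure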
Target sequence (P51787 whole entry, looked up): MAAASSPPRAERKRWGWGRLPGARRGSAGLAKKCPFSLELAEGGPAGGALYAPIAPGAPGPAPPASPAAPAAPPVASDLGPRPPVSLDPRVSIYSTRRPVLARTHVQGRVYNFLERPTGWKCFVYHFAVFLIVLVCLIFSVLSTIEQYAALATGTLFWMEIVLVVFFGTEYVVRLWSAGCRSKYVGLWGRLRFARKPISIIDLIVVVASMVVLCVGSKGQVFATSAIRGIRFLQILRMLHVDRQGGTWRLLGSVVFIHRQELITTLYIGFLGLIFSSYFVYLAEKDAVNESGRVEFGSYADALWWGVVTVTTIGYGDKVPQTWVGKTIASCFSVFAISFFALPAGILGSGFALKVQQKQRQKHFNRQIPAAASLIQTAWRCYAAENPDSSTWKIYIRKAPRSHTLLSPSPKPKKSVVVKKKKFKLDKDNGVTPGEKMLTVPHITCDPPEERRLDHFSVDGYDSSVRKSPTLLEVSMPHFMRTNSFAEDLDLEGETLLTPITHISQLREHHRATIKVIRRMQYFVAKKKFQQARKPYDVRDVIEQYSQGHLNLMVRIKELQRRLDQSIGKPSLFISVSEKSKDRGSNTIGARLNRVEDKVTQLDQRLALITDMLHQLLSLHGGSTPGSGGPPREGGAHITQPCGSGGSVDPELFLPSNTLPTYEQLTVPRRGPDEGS
hERG rescue = compounds protecting human hERG from proarrhythmic drug block; 0.51% of 310,000 active; Q12809; CHO-hERG, FluxOR thallium flux, dofetilide IC70 present; activation (rescue from dofetilide block), less the hit threshold, % at 10 µM;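 active = activation above the mean of controls blocked by dofetilide plus 5 SD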;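 also: thallium influx through hERG after potassium depolarization seen as dye fluorescence rise; in these data hits start at about 4.7%; inactives centre near -7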
KCNQ1 act = potentiates or activates the human KCNQ1 potassium channel; P51787; CHO-K1 KCNQ1, thallium flux FluxOR fluorescence; active compounds read high; B-score at 10 µM; 0.35% of 310,000 active; AID 2648;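 active = fluorescence ratio B-score, a plate-corrected score, at least three library SD, with initial intensity B-score within 5 SD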
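assay system = KCNQ1-transfected CHO-K1 cells | medium = assay buffer with matched DMSO | probe or stimulus = depolarizing K+/Tl+ stimulus, K2SO4 and Tl2SO4 each 12.5 mM in 5x stock | dosing = single dose | incubation = dye 90 min, compound 20 min, room temperature | detection = kinetic FluxOR fluorescence, 10 s baseline plus 110 s post-stimulus | evaluation = ratio B score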
RGS4 act = RGS4 potentiation or activation | HEK293 M3R/inducible RGS4, carbachol calcium flux Fluo4; active compounds read low | B-score at 10 µM | 0.92% of 310,000 active;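 active = B-score of the integrated calcium signal more than 4 SD below the library mean, with starting fluorescence not abnormally high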;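 also: negative B-score means reduced calcium response which marks RGS4 activation or potentiation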
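Assay system: HEK293 FlpIn-TREx cells, stable M3R, doxycycline-inducible RGS4 / Probe or stimulus: carbachol, ECmax concentration / Times: overnight RGS4 induction, 30 min dye load 37 °C, 20 min compound RT / Signal: kinetic calcium fluorescence imaging with Fluo4-AM dye, 2 µM / Measure: Agonist-evoked peak-minus-minimum fluorescence over baseline, integrated ratio, B score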
* hit, by the source's call; i = inactive; . = not tested or not shown. No enrichment for hits; any-hit rate near 6.3%.

mol | KCNK9 block | RGS4 inh | ANO1 activ | MrgX1 allo act | ANO1 block | MrgX1 ag | KCNK3 block | KCNQ1 inh | hERG rescue | KCNQ1 act | RGS4 act
CCc1ccc(N2C(=O)CC(c3ccc(F)cc3)C3=C2COC3=O)cc1 (centres undefined) | i | i | i | i | i | i | i | i | -9 | i | i
Cc1ccc2c(c1)sc(=NC(=O)c1cccs1)n2C | i | i | i | i | i | i | i | i | -6 | i | i
CN(CCc1ccccn1)C(=O)Nc1cc(Cl)cc(Cl)c1 | i | i | i | i | i | i | i | i | -9 | i | i
Cc1ccc(C(C)C)c(OCC(=O)NNC(=O)CC2OC(=O)c3ccccc32)c1 (centres undefined) | i | i | i | i | i | i | i | i | -5 | i | i
O=C1c2ccccc2C(=O)N1CC1=NCCc2ccccc21 | i | i | i | i | i | i | i | i | -15 | i | i
O=C(CCN1C(=O)c2ccccc2S1(=O)=O)Nc1ccccc1F | i | i | i | . | . | . | i | i | -8 | i | i
Cc1ccccc1C(=O)Nn1cnc2ccccc2c1=O | i | i | i | i | i | i | i | i | -8 | i | i
CCN(CC)CCCN(C(=O)c1ccco1)c1nc(-c2ccc(C)cc2)cs1 | i | i | i | i | i | i | i | i | -20 | i | i
Cc1ccc(N(CC(=O)NCc2ccco2)C(=O)CCC(=O)Nc2ccccn2)cc1C | i | i | i | i | i | i | i | i | -7 | i | i
Cc1occc1C(=O)N1CCCC(CCC(=O)NCc2ccc(F)c(F)c2)C1 (centres undefined) | i | i | i | i | i | i | i | i | -11 | i | i
CCN(CC)S(=O)(=O)c1ccc(/C=C/C(=O)Nc2ccc(F)c(F)c2F)cc1 | i | i | i | i | i | i | i | i | -4 | i | i
CN1C(=O)c2oc3ccccc3c(=O)c2C1c1cccnc1 (centres undefined) | i | i | i | i | i | i | i | i | -10 | i | i
O=C(CCNS(=O)(=O)c1ccc(Br)cc1)NCc1ccco1 | i | i | i | i | i | i | i | i | -11 | i | i
COc1ccc(-c2cc3ccc(OCc4nn[nH]n4)cc3oc2=O)cc1OC | i | i | i | i | i | i | i | i | -14 | i | i
COc1ccc(C(C(=O)NCc2ccccc2)N(Cc2ccco2)C(=O)c2snc(C(N)=O)c2N)cc1OC (centres undefined) | i | i | i | i | i | i | i | i | -20 | i | i
CCCN(C(=O)COC(=O)CNC(=O)c1ccc2ccccc2c1)c1c(N)n(Cc2ccccc2)c(=O)[nH]c1=O | i | i | i | i | i | i | i | i | -13 | i | i
Cc1ccc(NC(=O)C(C)N2C(=O)c3ccccc3C2=O)nc1 (centres undefined) | i | i | i | i | i | i | i | i | -3 | i | i
CSCC[C@H](NC(=O)[C@H](Cc1ccccc1)n1c(=O)[nH]c2ccccc2c1=O)C(=O)N1CCC[C@@H]1C(=O)O | i | i | i | i | i | i | i | i | -3 | i | i
CNc1c([N+](=O)[O-])cnn1-c1ccc(Cl)cc1Cl | i | i | i | i | i | i | i | i | -7 | i | i
N#Cc1cn(-c2ccccc2)nc1-c1ccc2c(c1)OCCO2 | i | i | i | i | i | i | i | i | -14 | i | i
COC(=O)/C(=C\C(=O)c1ccccc1)Nc1cccc(C(F)(F)F)c1 | i | i | i | i | i | i | i | i | -17 | i | i
O=S(=O)(c1ccc(Cl)cc1)n1c(Cc2ccccc2)nc2ccccc21 | i | i | i | i | i | i | i | i | -5 | i | i
Cc1cccc(NC(=S)NCCC(C)C)c1 | i | i | i | i | i | i | i | i | -1 | i | i
O=C(COc1ccccc1F)NCc1nc2ccccc2[nH]1 | i | i | i | i | i | i | i | i | -6 | i | i
CC(C)c1ccc(C(O)P(=O)(OC2CCCCC2)OC2CCCCC2)cc1 (centres undefined) | i | i | i | i | i | i | i | i | -7 | i | i
CCCCn1nc(C(=O)NC2=NCCS2)c2ccccc2c1=O | i | i | i | i | i | i | i | i | 1 | i | i
O=C1C(NS(=O)(=O)c2ccccc2)=C(N2CCN(c3ccc(F)cc3)CC2)C(=O)c2ccccc21 | i | i | i | i | i | i | i | i | -8 | i | i
NC(=O)CC[C@@H]1NC(=O)[C@H](CO)NC(=O)c2cc([N+](=O)[O-])cc(I)c2NCC[C@@H](C(N)=O)NC1=O | i | i | i | i | i | i | i | i | -7 | i | i
CCOc1ccc(/C=C2\SC(N3CCc4ccccc4C3)=NC2=O)cc1 | i | i | i | i | i | i | i | i | -14 | i | i
C(=N\Nc1nncc2ccccc12)/c1ccccn1 | i | i | i | i | i | i | i | i | 0 | i | i

Complete entries, quoted from the list.
CC(C)c1ccc(C(O)P(=O)(OC2CCCCC2)OC2CCCCC2)cc1 (centres undefined) is entered as KCNK9 block: i; RGS4 inh: i; ANO1 activ: i; MrgX1 allo act: i; ANO1 block: i; MrgX1 ag: i; KCNK3 block: i; KCNQ1 inh: i; hERG rescue: -7; KCNQ1 act: i; RGS4 act: i
O=C(COc1ccccc1F)NCc1nc2ccccc2[nH]1 is entered as KCNK9 block: i; RGS4 inh: i; ANO1 activ: i; MrgX1 allo act: i; ANO1 block: i; MrgX1 ag: i; KCNK3 block: i; KCNQ1 inh: i; hERG rescue: -6; KCNQ1 act: i; RGS4 act: i

(list continues)
mol | KCNK9 block | RGS4 inh | ANO1 activ | MrgX1 allo act | ANO1 block | MrgX1 ag | KCNK3 block | KCNQ1 inh | hERG rescue | KCNQ1 act | RGS4 act
COc1ccc(C(=O)NNC(=O)c2ccc(S(=O)(=O)N3CCOCC3)cc2)cc1 | i | i | i | i | i | i | i | i | -3 | i | i
O=[N+]([O-])c1cc(CSC2=NCCN2)ccc1O | i | i | i | . | . | . | i | i | -4 | i | i
O=C(NCc1ccco1)C(c1ccccc1)N(Cc1cccnc1)C(=O)Cn1nnc2ccccc21 (centres undefined) | i | i | i | i | i | i | i | i | -7 | i | i
COc1cc(OC)c(OC)cc1C=NCC1(c2ccccc2)CCCC1 | i | i | i | i | i | i | i | i | -9 | i | i
O=C(CCn1cccn1)N1CCCC(N2CCN(c3cccc(C(F)(F)F)c3)CC2)C1 (centres undefined) | i | i | i | i | i | i | i | i | -15 | i | i
CN1CCN(S(=O)(=O)c2ccc(N(C)CC(=O)Nc3ccc(F)cc3)nc2)CC1 | i | i | . | i | i | i | . | i | -10 | i | i
CCCCCC(=O)N(Cc1ccccc1)c1c(N)n(CCOC)c(=O)[nH]c1=O | i | i | i | i | i | i | i | i | -1 | i | i
CC1CCN(C(=O)CN2C(=O)C(C)(C)Oc3ccc(C(=O)NC4CCCC4)cc32)CC1 | i | i | i | i | i | i | i | i | -5 | i | i
Cc1cccc(C(=O)N(CCc2ccccc2)Cc2ccccc2)c1[N+](=O)[O-] | i | i | i | i | i | i | i | 6* | -9 | i | i
Cc1nc2ccc(NC(=O)c3ccc(Cl)s3)cc2s1 | i | i | i | i | i | i | i | i | 0 | i | i
COc1ccc(OC(C)C(=O)Nc2cccnc2)cc1 (centres undefined) | i | i | i | i | i | i | i | i | -5 | i | i
COc1ccc(Cc2nc3ccc(C(=O)NCCc4ccccn4)cc3o2)cc1OC | i | i | i | i | i | i | i | i | -12 | i | i
O=C(NCc1ccccc1Cl)C1CCN(c2ncnc3c2nc2n3CCCCC2)CC1 | i | i | i | i | i | i | i | i | -5 | i | i
Cc1nc2nc(SCC(=O)O)nn2c(C)c1Cc1ccccc1Cl | i | i | i | i | i | i | i | i | -4 | i | i
O=C(CNC(=O)c1ccccc1)OC(C(=O)c1ccccc1)c1ccccc1 (centres undefined) | i | i | i | i | i | i | i | i | -10 | i | i
Cc1noc(C)c1S(=O)(=O)Nc1ccccc1N1CCOCC1 | i | i | i | i | i | i | i | i | -8 | i | i
Cc1ccc(NC(=O)CCC(=O)NNC(=O)C(c2ccccc2)c2ccccc2)c(C)c1 | i | i | i | i | i | i | i | i | -8 | i | i
CC1CN(C(=O)CCC(=O)NCc2ccccc2)c2ccccc2S1 (centres undefined) | i | i | i | i | i | i | i | i | -8 | i | i
Cc1ccc(CCNc2ccc3ccccc3c2)cn1 | i | i | i | i | i | i | i | i | -11 | i | i
CCn1cc(CNC(=O)c2cc(Cl)ccc2OC)c(C)n1 | i | i | i | i | i | i | i | i | -5 | i | i
CC(C)CN(C(=O)c1ccc(S(=O)(=O)N2CCCCC2)cc1)C1CCS(=O)(=O)C1 (centres undefined) | i | i | i | . | . | . | i | i | -4 | i | i
COC(=O)C1=C(C)NC2=C(C(=O)CC(C)(C)C2)C1c1cccc(C)n1 (centres undefined) | i | i | i | i | i | i | i | i | -5 | i | i
CC(C(=O)NCc1cccnc1)N1C(=O)c2ccccc2C1=O (centres undefined) | i | i | i | i | i | i | i | i | -4 | i | i
CCc1ccc(N2CC(C(=O)Nc3cccc(S(=O)(=O)N4CCCC4)c3)CC2=O)cc1 (centres undefined) | i | i | i | i | i | i | i | i | -15 | i | i
C=CCn1c(SCC(=O)Nc2cccc(C(=O)OC)c2)nnc1C(C)NC(=O)c1cccs1 (centres undefined) | i | i | i | i | i | i | i | i | -8 | i | i
Cc1ccc(C(=O)Nc2cc([N+](=O)[O-])ccc2C)cc1 | i | i | i | i | i | i | i | i | -9 | i | i
COCC(=O)N1CCC(Oc2ccc(C(=O)N(C)C3CCCCC3)cc2)CC1 | i | i | i | i | i | i | i | i | -3 | i | i
COc1cccc2c1OCC(CN1CCN(Cc3ccccc3)C(CCO)C1)=C2 (centres undefined) | i | i | i | i | i | i | i | i | -9 | i | i
COC(=O)c1cccc(NC(=O)CCCOc2cccc(C)c2)c1 | i | i | i | i | i | i | i | i | -12 | i | i
CSc1ccccc1NC(=O)Nc1ccc(F)c(Cl)c1 | i | i | i | i | i | i | i | i | -11 | i | i
CCc1ccc(C(=O)COC(=O)c2n[nH]c3ccccc23)cc1 | i | i | i | i | i | i | i | i | -6 | i | i
Cc1ccc(S(=O)(=O)N2CCC(C(=O)N3Cc4ccccc4C3)CC2)cc1 | i | i | i | i | i | i | i | i | -3 | i | i
